Arrestin-AP2 inh: blocks beta-arrestin peptide binding to AP2 adaptin; FITC-arrestin peptide / GST-AP2 beads, flow cytometry; AP2 beta2 appendage carries R879A mutation; inhibition, % at 10 µM; 340,000 compounds, 0.31% hits;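 active = inhibition above a set limit, near 3 SD of compounds lacking own fluorescence, cut at about 54% in these data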;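 note: plate controls were DMSO wells for no effect and 5 µM unlabelled arrestin peptide for full effect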
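Measured by: flow cytometry, FL1 (488/535 nm); Material: AP2 appendage R879A on GSH beads; Evaluation: percent response; Timing: pre-incubation 12 min, peptide binding 1 h, room temperature; Also added: 50 nM FITC-arrestin peptide; Medium: PBS with 0.05% Tween 20 and 0.1% BSA.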
AddAB inh: less growth of phage-infected E. coli with AddAB | E. coli expressing H. pylori AddAB, absorbance growth | inhibition, % at 11.9 µM | 330,000 compounds, 0.29% hits | AID 435030; in the data active = inhibition above about 12%;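 note: 0% = vehicle wells of infected cells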
OPRM1-OPRD1 ag: agonists of human mu-delta opioid receptor heterodimerization; 340,000 compounds, 0.3% hits; P35372+P41143; activation, % at 9.3 µM; cells, OPRM1-OPRD1 heterodimerization, luminescence; AID 504326; in the data active = activation above about 18%;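 note: 0% = vehicle-treated cells and 100% = reference agonist; values of inactives mirror those of a sister screen read the other way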
Target sequence (P35372 whole entry, looked up): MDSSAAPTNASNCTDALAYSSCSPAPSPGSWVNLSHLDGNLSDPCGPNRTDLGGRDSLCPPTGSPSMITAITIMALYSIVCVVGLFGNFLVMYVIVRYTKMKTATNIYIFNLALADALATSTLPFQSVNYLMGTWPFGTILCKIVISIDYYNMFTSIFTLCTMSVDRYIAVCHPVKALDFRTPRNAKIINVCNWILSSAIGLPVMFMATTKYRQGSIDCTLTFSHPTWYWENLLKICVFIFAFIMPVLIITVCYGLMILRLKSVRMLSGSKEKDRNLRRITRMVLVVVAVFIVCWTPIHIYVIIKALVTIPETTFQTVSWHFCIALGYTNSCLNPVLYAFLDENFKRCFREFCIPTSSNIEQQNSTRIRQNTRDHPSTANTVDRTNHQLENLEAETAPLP
Target sequence (P41143 whole entry, looked up): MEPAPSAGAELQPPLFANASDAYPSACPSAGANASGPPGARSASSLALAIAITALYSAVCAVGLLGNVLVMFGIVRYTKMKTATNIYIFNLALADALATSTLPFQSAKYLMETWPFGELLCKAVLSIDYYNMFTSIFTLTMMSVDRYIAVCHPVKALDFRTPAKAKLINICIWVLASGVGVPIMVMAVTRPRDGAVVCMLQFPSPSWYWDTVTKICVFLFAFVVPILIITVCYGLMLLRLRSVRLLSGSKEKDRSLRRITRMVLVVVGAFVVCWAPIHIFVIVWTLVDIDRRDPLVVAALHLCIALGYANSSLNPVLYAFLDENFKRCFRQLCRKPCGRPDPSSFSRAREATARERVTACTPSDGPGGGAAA
PfHsp90 yeast 2: reduces growth (ATP signal) of yeast expressing P. falciparum Hsp90. S. cerevisiae expressing PfHsp90, BacTiter-Glo ATP, 48 h; yeast lacking PDR1 and PDR3 efflux regulators. inhibition, % at 9.4 µM. 310,000 compounds, 0.32% hits;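 active = every replicate shows inhibition above about 80%, whatever the replicate mean, limit read from the data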;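 note: 0% = DMSO neutral controls and 100% = 20 µM radicicol positive controls; yeast relying on Plasmodium falciparum Hsp90 in place of its own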
Mot1-301 SUMO: blocks SUMOylation pathway, rescuing yeast Mot1-301 growth; S. cerevisiae Mot1-301 growth rescue, ATP luminescence, 38.5C; percent above DMSO median, 100 means doubled; 320,000 compounds, 1% hits; growth rescue, % at 18.8 µM;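 active = every valid replicate shows activation above 250% relative to neutral control wells; inactive = the rest, any valid replicate at or below 250%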;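 note: OY570 slx delta 5 strain wells were the positive control but not used for scaling; some compounds called inactive have numbers as strong as hits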
phage Ecoli inh: E. coli growth loss with phage present | inhibition, % at 11.9 µM | 360,000 compounds, 0.26% hits | AID 651602 | growth absorbance; in the data active = inhibition above about 11%
E coli growth: reduces bacterial viability in AddAB counter-screen. E. coli V3065 growth, OD600 absorbance, 18 h. inhibition, % at 11.9 µM. 330,000 compounds, 0.27% hits. AID 449728;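 active = inhibition above the campaign's mean inhibition across all tested compounds plus 3 SD, cut at about 9.9% in these data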;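 note: uninfected addAB+ strain grown without phage in ampicillin broth; 0% = DMSO wells and 100% = ciprofloxacin 0.95 µg/ml wells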
MOR-DOR inv ag: mu-delta opioid heterodimer inverse agonism; P35372+P41143; cell-based MOR-DOR heterodimer luminescence; inhibition, % at 9.3 µM; 340,000 compounds, 0.21% hits; in the data active = inhibition above about 22%, passing the limit was not always enough;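 note: 0% = cells with DMSO and 100% = wells without cells with DMSO; values of inactives mirror those of a sister screen read the other way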
PKA-R1A activ: activators of PKA-R1A complex. P00514+P68181. PKA-R1A dissociation, Cy5-IP20 fluorescence polarization; scaled: DMSO 0%, 113 µM cGMP 100%. activation, % at 11.4 µM. 340,000 compounds, 0.083% hits;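 active = percent activation above the mean of all tested compounds plus 3 SD, cut at about 19% in these data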;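 note: higher means more PKAc released from R1A so a rise in polarization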
DSG3 Ab inh: human desmoglein-3 autoantibody binding inhibition; P32926; DSG3-coupled beads, scFv-anti-DSG3-GFP binding, flow cytometry; hits give low values; binding (percent of control), % at 10 µM; 310,000 compounds, 0.48% hits; AID 588358;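 active = binding more than 3 SD below its plate's average and above zero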;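 note: hits lower antibody fragment binding to DSG3; some compounds called inactive have numbers as strong as hits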
Tat transport: inhibitors of E. coli Tat protein transport. E. coli MC4100 TorA-mCherry Tat export, fluorescence. inhibition, % at 10 µM. 340,000 compounds, 0.036% hits. AID 488895;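 active = mean replicate inhibition at least 50% and at least half of replicates individually reaching 50%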;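 note: exported cargo escapes ClpAP degradation while cytoplasmic cargo is degraded and loses fluorescence; 0% = median of neutral control wells and 100% = median of NaSCN control wells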
The depositor's hits bear a star; nt = not tested or not shown.

SMILES	Arrestin-AP2 inh	AddAB inh	OPRM1-OPRD1 ag	PfHsp90 yeast 2	Mot1-301 SUMO	phage Ecoli inh	E coli growth	MOR-DOR inv ag	PKA-R1A activ	DSG3 Ab inh	Tat transport
CCOC(=O)C1=C(C)NC(=O)NC1c1ccc(OC(=O)c2ccco2)c(OC)c1 (stereo unspecified)	10	1.2	1.0	nt	-3	1.1	-0.8	-6	-7	100	10
Cc1nc(NC(=O)COC(=O)c2ccc(CO)cc2)c(Cl)cc1Cl	-3	2.7	-2.6	0	-25	6.9	3.3	10	2	100	-2
CC(C)(C)C1CCC(=O)C(C2(O)C(=O)Nc3ccccc32)C1 (stereo unspecified)	17	3.8	-3.4	6	-20	0.4	-3.4	19	-13	101	3
Cc1ccc(Cn2c(N3CCN(C)CC3)nc3c2c(=O)[nH]c(=O)n3C)cc1	4	1.3	-1.4	-5	-11	3.8	-0.3	7	2	104	-3
Cc1cc(NC(=O)CCC(=O)N(CC(=O)NCC2CCCO2)c2ccc(Cl)c(Cl)c2)no1 (stereo unspecified)	4	2.5	-0.5	-5	-11	1.2	2.3	3	-3	97	-13
O=C(CN1C(=O)c2cccc([N+](=O)[O-])c2C1=O)NNC(=O)c1ccc(F)cc1	-3	-1.2	0.8	3	14	1.2	-2.2	-3	-3	106	0
COc1ccccc1OCCNC(=O)/C=C/c1ccc([N+](=O)[O-])cc1	5	0.8	0.5	-6	5	-0.1	-0.3	-3	-8	94	8
CN(C)S(=O)(=O)n1cc(/C=C(\NC(=O)c2ccccc2Cl)C(=O)N2CCCC2)c2ccccc21	2	1.0	-2.9	-1	-5	1.4	-0.2	15	-7	101	-8
CCOC(=O)C1=C(N)N2C(=O)C(C)SC2=C(C(=O)OCC)C1c1cc(OC)c(OC)c(OC)c1 (stereo unspecified)	19	0.4	-2.6	32	-12	1.2	-2.5	14	10	98	0
CCN(CC(O)Cn1c2ccccc2c2ccccc21)S(=O)(=O)c1ccc(C)cc1 (stereo unspecified)	-3	-0.6	9.3	-27	47	4.3	-2.0	-58	-8	nt	3
Cc1ccc2oc(C(=O)Nc3nnc(CC(C)C)s3)c(C)c2c1	7	1.8	0.0	-6	16	3.5	-1.1	0	5	106	-8
COC(=O)C(=O)/C=C(\O)c1ccc(C)cc1	13	1.0	2.1	25	nt	1.0	3.0	-14	-17	100	14
Cc1ccc(S(=O)(=O)CC(=O)Nc2cccc(C)n2)cc1	9	3.5	-1.2	19	39	3.6	1.4	8	0	88	4
Cc1c(C(=O)NCCNc2ncc(C(F)(F)F)cc2Cl)cccc1[N+](=O)[O-]	30	2.5	0.3	-17	-10	-0.7	-0.6	-2	-4	106	-1
Cc1ccc(CN2CC(C(=O)Nc3cccc(S(=O)(=O)N4CCCCC4)c3)CC2=O)cc1 (stereo unspecified)	-7	0.8	0.1	11	-16	2.8	-1.7	-1	-11	99	-9
O=C(NCC(c1ccc(F)cc1)N1CCOCC1)c1cccnc1Sc1ccccc1Cl (stereo unspecified)	29	1.4	0.0	-3	7	2.3	-1.9	0	-4	107	12
Cc1ccc(S(C)(=O)=O)cc1C(=O)NC(C)C1CC2CCC1C2 (stereo unspecified)	2	3.5	-0.9	7	-3	1.3	0.1	6	6	nt	0
COc1nc(NCCN2CCOCC2)nc(Nc2ccccc2)n1	-9	3.4	-3.3	-4	-23	2.7	-2.4	14	-13	nt	3
CC(C)C(c1nnnn1C(C)(C)C)N1CCC(Cc2ccccc2)CC1 (stereo unspecified)	5	3.4	1.4	5	8	4.5	-1.3	-8	2	162	8
CN(C(=O)c1ccco1)c1ccccc1C(=O)O	46	2.3	-1.2	-6	2	0.3	-0.6	5	3	93	-4
COc1ccc(-c2csc(NC(CO)c3nc4ccccc4n3Cc3ccc(C)cc3)n2)cc1 (stereo unspecified)	26	1.8	1.0	-34	-25	-1.1	-1.7	-5	-1	103	-14
O=C(CNC(=O)c1ccccc1F)OCc1csc(-c2ccccc2)n1	9	-1.4	-0.8	-15	20	2.0	-3.6	4	-9	117	10
Cc1cc(C)c2sc(C)[n+](CCCS(=O)(=O)[O-])c2c1	-2	0.5	-1.7	16	nt	-1.4	0.8	8	-6	91	2
Cc1cc(=O)n2[nH]c(N)c(N=Nc3ccccc3)c2n1	7	2.4	-5.1	10	-20	3.2	-1.5	27	3	101	15
Cc1c(C(=O)O)sc(S(=O)(=O)N2CCN(C(=O)Cc3ccc(F)cc3)CC2)c1C(=O)O	10	1.4	-4.3	nt	46	3.8	-3.6	17	-10	99	1
Further results follow:
SMILES	Arrestin-AP2 inh	AddAB inh	OPRM1-OPRD1 ag	PfHsp90 yeast 2	Mot1-301 SUMO	phage Ecoli inh	E coli growth	MOR-DOR inv ag	PKA-R1A activ	DSG3 Ab inh	Tat transport
CN1CCN(C(=O)CCC(=O)O)CC1	5	-0.4	-2.0	-4	216	2.9	0.9	10	-2	92	6
O=C1NC(=S)CN1c1ccccc1	-6	4.2	-2.2	-15	-14	2.7	0.8	11	5	116	-10
O=C(COC(=O)COc1ccccc1[N+](=O)[O-])Nc1cccc(Br)c1	-9	3.6	-1.8	-115	-8	1.7	-0.6	11	-3	98	-4
Cc1nc(C)c(C(=O)C2=C(O)C(=O)N(CCCn3ccnc3)C2c2ccccc2)s1 (stereo unspecified)	-14	nt	-2.4	nt	nt	1.2	nt	12	-5	106	5
CCC(C)N1CCN(S(=O)(=O)c2ccc(NC(C)=O)cc2)CC1 (stereo unspecified)	-21	1.1	0.5	23	-17	1.1	2.9	-3	-6	104	4
O=c1[nH]cc(S(=O)(=O)N2CCN(c3cccc(Cl)c3)CC2)c(=O)[nH]1	-3	2.2	-0.6	-28	-14	-0.1	-1.0	4	3	98	4
CC12CCC(C(=O)N(CC3CO3)C1=O)C2(C)C (stereo unspecified)	-3	0.8	-3.2	-6	2	4.2	-1.9	16	-9	101	-5
COc1cc(NC(=O)c2cc(S(=O)(=O)N3CCCCC3)ccc2N2CCOCC2)cc(OC)c1OC	18	nt	-0.9	13	nt	1.2	nt	5	-17	95	-4
CC(=O)Oc1ccc2oc(C)c(C(=O)N3CCOCC3)c2c1	7	0.7	1.5	-27	-13	0.5	2.5	-9	-1	82	0
Cn1cnc(S(=O)(=O)NCc2ccc(Br)cc2)c1	8	1.9	-2.7	-13	-9	-0.2	-2.5	13	5	nt	15
O=C(Nc1ccccc1OC(F)(F)F)c1ccc([N+](=O)[O-])cc1	-10	1.2	0.3	-6	6	2.3	1.5	-2	-8	99	-1
CCC(C(=O)OCC(=O)c1c(N)n(CC(C)C)c(=O)n(C)c1=O)c1ccccc1 (stereo unspecified)	-11	2.1	3.2	4	8	-0.7	1.5	-16	-7	101	6
Nc1nonc1-c1noc(-c2ccccc2Br)n1	0	1.8	-0.4	13	-9	3.1	3.9	2	2	nt	-6
COc1ccc(Cl)cc1S(=O)(=O)N1CCC(C(=O)NCc2ccco2)CC1	42	-0.5	-0.5	-9	1	1.0	1.2	4	-14	100	-11
CCOc1ccc(NC(=O)CN(C)C(=O)C2CC(=O)N(Cc3ccco3)C2)cc1OCC (stereo unspecified)	-1	-0.9	-1.0	0	0	-0.5	0.2	4	-15	105	6
COc1ccc2cc(C(=O)C3CCCN(C(=O)c4sc(C)nc4C)C3)ccc2c1 (stereo unspecified)	2	3.4	-2.6	4	37	-0.8	-0.4	13	-3	106	0
Cc1ccc(NC(=O)NCc2ccccn2)c(C)c1	-10	nt	-0.7	-8	4	4.4	nt	5	-3	102	-5
O=C(COc1ccc(/C=N/NC(=O)c2ccccc2Br)cc1)Nc1ccccc1	-1	4.3	-0.7	-22	-16	0.0	-0.9	4	-11	111	-3
Cc1cc(C)cc(C(=O)NCCCc2ccccc2)c1	-4	5.2	-0.9	8	1	5.8	3.0	5	-1	102	-6
COc1ccc2c(c1)O/C(=C\c1ccco1)C2=O	6	1.7	-2.6	-13	32	-1.5	1.5	13	3	104	-2
COc1cc(C(=O)N/N=C(\C)c2ccccn2)cc(OC)c1OC	-10	0.2	-2.4	28	5	1.3	0.3	13	6	nt	1
COC(=O)c1cnn(-c2ccc(F)cc2F)c1/C=N/NC(=S)NC(C)(C)C	34	-0.8	1.2	-12	-13	1.2	-0.9	-6	-1	nt	12
CC(C)CCN1C(=O)c2ccc(C(=O)Nc3ccccn3)cc2C1=O	-8	2.1	-1.6	-2	5	1.1	1.9	8	-5	96	28
N/C(Cc1ccc(Cl)cc1)=N\OC(=O)c1ccccc1	-2	0.3	1.6	35	182	1.4	2.9	-9	7	66	2
CCCN(Cc1cc2ccc(C)cc2[nH]c1=O)C(=O)c1ccccn1	13	1.6	-2.1	-14	15	3.0	-1.0	9	-3	106	-14
COc1ccccc1NC(=O)CN(C)S(=O)(=O)c1cccc2cccnc12	-3	0.6	-4.0	-11	209	2.4	1.9	21	9	109	6

Of the compounds above, 8 have a Cl atom.
SMILES	Arrestin-AP2 inh	AddAB inh	OPRM1-OPRD1 ag	PfHsp90 yeast 2	Mot1-301 SUMO	phage Ecoli inh	E coli growth	MOR-DOR inv ag	PKA-R1A activ	DSG3 Ab inh	Tat transport
Cc1nc(NC(=O)COC(=O)c2ccc(CO)cc2)c(Cl)cc1Cl	-3	2.7	-2.6	0	-25	6.9	3.3	10	2	100	-2
Cc1cc(NC(=O)CCC(=O)N(CC(=O)NCC2CCCO2)c2ccc(Cl)c(Cl)c2)no1 (stereo unspecified)	4	2.5	-0.5	-5	-11	1.2	2.3	3	-3	97	-13
CN(C)S(=O)(=O)n1cc(/C=C(\NC(=O)c2ccccc2Cl)C(=O)N2CCCC2)c2ccccc21	2	1.0	-2.9	-1	-5	1.4	-0.2	15	-7	101	-8
Cc1c(C(=O)NCCNc2ncc(C(F)(F)F)cc2Cl)cccc1[N+](=O)[O-]	30	2.5	0.3	-17	-10	-0.7	-0.6	-2	-4	106	-1
O=C(NCC(c1ccc(F)cc1)N1CCOCC1)c1cccnc1Sc1ccccc1Cl (stereo unspecified)	29	1.4	0.0	-3	7	2.3	-1.9	0	-4	107	12
O=c1[nH]cc(S(=O)(=O)N2CCN(c3cccc(Cl)c3)CC2)c(=O)[nH]1	-3	2.2	-0.6	-28	-14	-0.1	-1.0	4	3	98	4
COc1ccc(Cl)cc1S(=O)(=O)N1CCC(C(=O)NCc2ccco2)CC1	42	-0.5	-0.5	-9	1	1.0	1.2	4	-14	100	-11
N/C(Cc1ccc(Cl)cc1)=N\OC(=O)c1ccccc1	-2	0.3	1.6	35	182	1.4	2.9	-9	7	66	2

Screening data from PubChem BioAssay.

Rows were taken by chance; any-hit rate near 2.8%.
